PREPL inhibitor: human PREPL enzyme inhibition; 320,000 tested, 0.68% active; inhibition, % at 5.96 µM; Q4J6C6; recombinant PREPL, fluorescence polarization activity-based probe; in the data active means inhibition above about 43%;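 further: 0% = enzyme with DMSO and 100% = wells lacking enzyme; many of its hits are not listed in these tables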
LYPLA2 inh: LYPLA2 (human) inhibition in PME1 counter-screen; O95372; recombinant LYPLA2, FP-Rh probe fluorescence polarization; inhibition, % at 5.9 µM; 320,000 tested, 0.38% active; AID 2177;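 active means inhibition above the screen-wide mean plus 3 SD, limit set per campaign, cut at about 26% in these data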;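 further: 0% = LYPLA2 with DMSO and 100% = wells lacking LYPLA2 enzyme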
Target sequence (O95372 whole entry, looked up): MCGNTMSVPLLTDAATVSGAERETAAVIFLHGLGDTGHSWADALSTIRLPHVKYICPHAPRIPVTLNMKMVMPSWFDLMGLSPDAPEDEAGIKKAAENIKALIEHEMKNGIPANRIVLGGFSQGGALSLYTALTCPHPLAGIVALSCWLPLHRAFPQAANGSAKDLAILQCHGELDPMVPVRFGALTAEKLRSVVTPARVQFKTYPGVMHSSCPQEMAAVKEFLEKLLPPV
JMJD2C inh: inhibitors of human GASC-1 (JMJD2C) demethylase; GST-JMJD2C(1-420) H3K9me3 demethylation, DELFIA europium; inhibition, % at 2.35 µM; 330,000 tested, 0.069% active;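 active means more than half of a compound's replicate wells show inhibition beyond 50%, single wells judged on their own value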;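 further: signal counts dimethyl H3K9 product captured on neutravidin plate; 0% = median of DMSO wells and 100% = 0.3 times that DMSO median; strong numbers were not always called active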
Efflux pump mplx: antifungal efflux pump inhibition, Nile Red retention | S. cerevisiae Candida pump triplex | inhibition, % at 10 µM | 330,000 tested, 0.44% active;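 active means plate passing quality check with inhibition over a set limit, or well fluorescence over plate mean plus 4 SD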;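 further: Nile Red retained in pooled yeast measured as flow cytometry median fluorescence; 0% = buffer negative control and 100% = Enniatin B positive control; higher means more Nile Red kept so more efflux inhibition; some compounds called inactive have numbers as strong as hits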
PP5 inh: inhibitors of human protein phosphatase 5 (PP5); P53041; purified PP5c, OMFP substrate fluorescence; inhibition, % at 6.7 µM; 320,000 tested, 0.18% active; AID 1987;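 active means inhibition above the campaign's mean inhibition across all tested compounds plus 3 SD, cut at about 9.5% in these data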;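 further: 0% = DMSO only and 100% = 100 µM cantharidin control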
Target sequence (P53041 whole entry, looked up): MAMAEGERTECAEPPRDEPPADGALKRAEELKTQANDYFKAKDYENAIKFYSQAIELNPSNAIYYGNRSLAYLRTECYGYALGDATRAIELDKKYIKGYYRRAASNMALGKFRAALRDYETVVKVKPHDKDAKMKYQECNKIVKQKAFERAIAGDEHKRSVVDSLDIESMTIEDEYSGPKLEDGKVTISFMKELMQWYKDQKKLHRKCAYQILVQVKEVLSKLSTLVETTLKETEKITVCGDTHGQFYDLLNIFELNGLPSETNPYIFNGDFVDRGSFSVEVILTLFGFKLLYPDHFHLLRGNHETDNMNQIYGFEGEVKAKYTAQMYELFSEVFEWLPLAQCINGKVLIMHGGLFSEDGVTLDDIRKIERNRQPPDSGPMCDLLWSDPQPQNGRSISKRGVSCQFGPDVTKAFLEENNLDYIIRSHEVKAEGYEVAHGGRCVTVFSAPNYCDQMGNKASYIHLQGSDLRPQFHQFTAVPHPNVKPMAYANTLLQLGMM
CTSL1 counter: counter-screen for PFM18AAP inhibitors: inhibitors of F. hepatica cathepsin L1 | recombinant F. hepatica cathepsin L1, Z-Leu-Arg-MCA fluorescence | inhibition, % at 5.96 µM | 300,000 tested, 0.49% active | AID 1906;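 active means inhibition above the mean of all tested compounds plus 3 SD, set per screening campaign, cut at about 17% in these data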;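 further: 0% = plate median of test compound wells and 100% = 1 µM Z-Phe-Ala-diazomethylketone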
TPT1 inh: C. albicans TPT1 enzyme inhibition. recombinant caTPT1, FP RNA substrate dephosphorylation. inhibition, % at 5 µM. 300,000 tested, 0.81% active. AID 1962;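 active means inhibition above the mean of all tested compounds plus 3 SD, set per screening campaign, cut at about 24% in these data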;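 further: plate controls were DMSO alone for no effect and ferristatin control at 100 nM for full effect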
core dimer inh: blocks dimerization of HCV core protein; TR-FRET GST/Flag-core106 dimerization, 1536-well; inhibition, % at 5 µM; AID 1899; 300,000 tested, 0.33% active;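 active means inhibition above the mean of all tested compounds plus 3 SD, set per screening campaign, cut at about 45% in these data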
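Material: GST/Flag-tagged HCV core106 proteins. Incubation: 4 h, 22.5 °C incubation. Read-out basis: inhibition (%) from 671 over 617 nm ratio. Measured by: TR-FRET, excitation 340 nm, emission 617 and 671 nm.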
PP1 counter: PP1-alpha (human) inhibition in PP5 counter-screen. purified PP1alpha, OMFP fluorescence. inhibition, % at 6.7 µM. 320,000 tested, 0.9% active;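 active means inhibition above the mean inhibition of all tested compounds plus 3 SD, computed separately for each screening campaign, cut at about 15% in these data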
Target sequence (P62136 whole entry, looked up): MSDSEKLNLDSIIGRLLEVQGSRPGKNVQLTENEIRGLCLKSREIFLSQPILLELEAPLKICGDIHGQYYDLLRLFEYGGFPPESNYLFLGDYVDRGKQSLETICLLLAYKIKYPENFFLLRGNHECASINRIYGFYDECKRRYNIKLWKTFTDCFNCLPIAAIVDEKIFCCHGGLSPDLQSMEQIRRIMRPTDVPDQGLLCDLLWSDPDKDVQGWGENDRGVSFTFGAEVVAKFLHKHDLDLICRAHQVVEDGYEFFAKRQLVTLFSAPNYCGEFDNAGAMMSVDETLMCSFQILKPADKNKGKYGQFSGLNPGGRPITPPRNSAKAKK
* = called active by the depositor; . = no result given. A portion of the library. The share of hits here may be higher or lower than overall.

SMILES	PREPL inhibitor	LYPLA2 inh	JMJD2C inh	Efflux pump mplx	PP5 inh	CTSL1 counter	TPT1 inh	core dimer inh	PP1 counter
CSc1ccccc1C(=O)N1CCc2ccccc2C1	9	3	1	0.0	1.1	0	3	3	-4
CC(C)CCn1c(Br)nc2c1c(=O)n(CC(N)=O)c(=O)n2C	11	2	-1	-0.2	-6.8	7	-2	-7	2
O=c1cc(C(F)(F)F)c2sc(N3CCCCC3)nc2[nH]1	2	1	0	0.0	-2.0	5	1	1	-3
COCCCNC(=S)Nc1cccc(SC)c1	18	-7	-11	0.5	1.0	-3	-3	1	0
O=C(Cn1nc(C(F)F)cc1C(F)F)NNC(=S)Nc1ccc(F)cc1	9	-4	5	0.0	1.1	1	-2	-1	2
COc1cc(C(=O)Nc2scc(-c3ccc(C)cc3)c2C(=O)O)cc(OC)c1OC	7	3	-12	0.2	6.6	2	-1	6	-1
Clc1ccc(-c2cn3cc(Cl)ccc3n2)cc1	-24	-2	4	0.3	2.4	6	-4	-4	-2
O=C(CSc1n[nH]c(-c2ccc(Cl)cc2Cl)n1)Nc1ccccn1	2	2	3	0.0	2.9	0	-6	-11	4
C/C(=N\OCC(=O)N/N=C/c1ccc(C)cc1O)c1cccs1	-7	5	9	0.0	-1.6	1	-1	11	-2
COc1ccc(CC(=O)N2CCC(n3nccc3NC(=O)C3CC3)CC2)cc1	1	-5	-12	0.0	2.0	2	0	12	-5
CCOC(=O)N1CCN(c2c(N3CCOCC3)c(=O)c2=O)CC1	-7	-10	.	0.1	-1.0	0	0	-2	-4
Oc1ccc(C(=S)N2CCN(c3cccc(Cl)c3)CC2)cc1	14	13	1	0.0	3.4	1	-2	2	6
CCSc1ccccc1C(=O)N1CCC2(CC1)CC(=O)c1ccccc1O2	23	5	-1	0.1	4.3	0	-5	0	-7
CCCCN(C)C(=O)CCC(=O)Nc1ccc2nc(N3CCOCC3)cc(C)c2c1	-5	-4	6	0.0	-2.4	1	-1	0	-3
CN(Cc1cc([N+](=O)[O-])ccc1Cl)C(=O)C[n+]1ccccc1	7	-8	3	0.1	1.6	-4	3	-2	0
Cc1ccc(C(=O)Nc2cc(Cl)ccc2-n2cncn2)s1	13	8	-3	-0.1	-2.2	2	2	-1	-2
CC1CCN(CCC(=O)Nc2ccc(Br)cc2)CC1	7	6	-5	0.0	4.2	-2	-2	6	-1
Cc1cccc(Nc2ncnc3ccccc23)c1	-10	-1	1	0.1	1.1	-2	-2	0	6
C[C@@H](NC(=O)C(=O)c1c[nH]c2ccccc12)c1ccccc1	-1	6	1	-0.3	1.5	3	-3	2	-2
COc1cc(OC)cc(C(=O)NNC(=O)c2ccc(S(=O)(=O)N(C)c3ccccc3OC)cc2)c1	-4	-1	7	-0.2	0.6	1	-2	-2	3
O=C1CC(NNc2ccccc2)C(=O)N1c1ccccc1 (configuration not stated)	5	1	6	-0.2	-0.8	0	1	-1	0
O=C(CN1CCN(c2ccccc2F)CC1)c1c[nH]c2ccc(F)cc12	9	3	1	0.0	8.1	2	0	-2	-4
COc1ccccc1NC(=O)CCCc1c[nH]c2ccccc12	6	-2	5	0.1	1.4	-3	1	-4	1
Cn1c(=O)[nH]c(=O)c2c1nc(N1CCCCC1)n2CC(O)CN1CCCCC1 (configuration not stated)	22	2	2	-0.1	2.1	2	-2	-1	0
COc1ccc(S(=O)(=O)NCCc2ccc(F)cc2)cc1	-32	3	4	-0.2	0.8	-1	-2	-3	1

Four of the compounds above, with values under each structure:
Under each structure – PREPL inhibitor, LYPLA2 inh, JMJD2C inh, Efflux pump mplx, PP5 inh, CTSL1 counter, TPT1 inh, core dimer inh, PP1 counter
C/C(=N\OCC(=O)N/N=C/c1ccc(C)cc1O)c1cccs1
  -7, 5, 9, 0.0, -1.6, 1, -1, 11, -2
O=C(CN1CCN(c2ccccc2F)CC1)c1c[nH]c2ccc(F)cc12
  9, 3, 1, 0.0, 8.1, 2, 0, -2, -4
Cc1ccc(C(=O)Nc2cc(Cl)ccc2-n2cncn2)s1
  13, 8, -3, -0.1, -2.2, 2, 2, -1, -2
O=C(CSc1n[nH]c(-c2ccc(Cl)cc2Cl)n1)Nc1ccccn1
  2, 2, 3, 0.0, 2.9, 0, -6, -11, 4

Carrying on:
SMILES	PREPL inhibitor	LYPLA2 inh	JMJD2C inh	Efflux pump mplx	PP5 inh	CTSL1 counter	TPT1 inh	core dimer inh	PP1 counter
O=C(C1CCCN(S(=O)(=O)c2ccc([N+](=O)[O-])cc2)C1)N1CCCCC1 (configuration not stated)	4	-5	-3	0.0	-0.5	0	-1	2	-2
CCCCn1c(-c2sccc2C)n[nH]c1=S	0	2	0	0.2	1.8	2	-6	-3	-6
O=C(O)CCC(=O)Nc1ccccc1C(=O)N1CCN(c2ccc(Cl)cc2)CC1	1	-5	13	1.4	0.7	-1	-2	3	-13
Cc1onc(-c2ccccc2)c1C1=N/C(=C\c2ccccc2F)C(=O)O1	5	0	-4	0.1	4.2	5	0	12	1
Cc1nc(N)nc(-c2ccccc2O)n1	-4	0	1	-0.1	2.4	1	-1	-2	-7
COc1ccc(CCNC(=O)COc2ncnc3cc([N+](=O)[O-])ccc23)cc1	19	1	-7	0.0	0.2	2	3	13	-2
COc1cccc(NC(=O)c2ccn(C)n2)c1	-8	2	-4	0.2	1.6	2	-3	0	-7
COc1ccc(Cn2c(N)c(S(=O)(=O)c3cccs3)c3nc4ccccc4nc32)cc1	-4	-5	-1	0.2	0.8	2	-1	24	-4
Cc1cc(C)n(-c2ccc(C(=O)N3CCN(S(=O)(=O)c4ccc(Cl)cc4)CC3)cc2)n1	16	-4	-8	0.3	4.7	.	.	.	-1
O=C(NCCN1CCOCC1)c1ccccc1[N+](=O)[O-]	0	4	7	-0.1	-1.1	-1	2	2	0
Cc1c2c(nc3nc4ccccc4n13)CC(C)(C)CC2=O	9	-1	-3	-0.2	-1.5	0	-2	0	-1
COc1ccccc1OC(C)C(=O)Nc1ccc(S(=O)(=O)Nc2nccs2)cc1 (configuration not stated)	1	-1	9	-0.1	0.2	1	-3	8	-5
Cc1[nH]n(-c2ccc(Cl)cc2)c(=O)c1C=NC12CN3CN(CN(C3)C1)C2	-2	-1	1	-0.1	3.0	0	1	-7	0
CCOC(=O)C(=O)NNc1ccccc1C	-1	1	-1	-0.1	1.8	-4	-3	2	-4
Cc1occc1C(=O)NNC(=O)NC12CC3CC(CC(C3)C1)C2	-7	8	-15	0.2	3.9	1	-2	-5	-2
CCN1C(=O)CC(N2CCC(C(=O)N3CCCCCC3)CC2)C1=O (configuration not stated)	12	-1	0	0.0	-2.5	2	-3	-5	-2
O=C(NCCc1ccccc1F)C(=O)Nc1nccs1	0	6	0	0.0	2.9	-4	-2	-9	4
Cc1cc(C)c(OCC(=O)Nc2nc3ccccc3[nH]2)c(C)c1	3	9	0	0.0	0.3	-2	-3	2	-8
CC(/C=N/NC(=O)c1cc(-c2cccn2C)n[nH]1)=C\c1ccccc1	28	-17	2	0.0	0.5	0	1	2	8
CC1(C)Cc2c(c(-c3ccccc3)nc3[nH][nH]c(=O)c23)CO1	9	5	6	-0.1	3.3	-2	-1	-23	1
ClC(/C=N/n1cnnc1)=C/c1ccccc1	-7	0	-7	0.0	0.4	-4	-2	1	1
Cc1noc(C)c1CSc1nnc(-c2ccncc2)n1-c1cccc(Cl)c1C	4	-1	3	0.1	0.1	-2	-2	-2	-2
CS(=O)(=O)O/N=C1\CCCCC1c1ccc([N+](=O)[O-])cc1[N+](=O)[O-] (configuration not stated)	6	5	9	-0.1	1.5	0	-1	6	-4
Cc1cc(C)nc(N2C(=O)CC(C(C)c3ccccc3)C2=O)n1 (configuration not stated)	1	3	4	0.1	-0.6	-3	1	-2	0
Cc1cc(C)c(NC(=O)CNC(=O)COC(=O)Cc2cccs2)c(C)c1	-1	4	6	0.1	-0.9	-16	-3	-2	-2

The results go on:
SMILES	PREPL inhibitor	LYPLA2 inh	JMJD2C inh	Efflux pump mplx	PP5 inh	CTSL1 counter	TPT1 inh	core dimer inh	PP1 counter
Cc1cc(C)cc(NC(=S)N(CCN2CCCCC2)Cc2ccco2)c1	-16	0	-38	-0.1	0.5	7	0	-3	4
COc1ccc(CNC(=O)C2CCCN(S(=O)(=O)N3CCC(C)CC3)C2)c(OC)c1 (configuration not stated)	18	12	52	-0.1	1.5	4	-1	-17	3
COCCCn1c(SCC(=O)Nc2oc(C)c3c(C)n[nH]c(=O)c23)nc2sc3c(c2c1=O)CCC3	9	-3	-7	0.0	2.9	5	-2	6	-2
CC1(c2ccccc2)NC(=O)N(CC(=O)Nc2cccc(C#N)c2)C1=O (configuration not stated)	-8	0	-2	0.0	-0.8	-33	3	5	-1
C=CCN1C(=O)c2ccc(C(=O)OCC(=O)N(C)C3CCCCC3)cc2C1=O	2	6	0	-0.1	0.2	-5	-3	-3	-1
COc1ccc(C2C(C(=O)O)CC(=O)N2c2ccc(OC)cc2)cc1 (configuration not stated)	8	7	-5	0.0	0.7	2	-4	-5	4
Nc1ccc(Cl)c(S(=O)(=O)Nc2cccc(Cl)c2)c1	-3	-6	35	0.4	1.0	0	2	-11	1
Cc1cc(Oc2ccc(OCC(N)=O)nn2)nc(Cl)n1	3	2	18	-0.1	-1.6	1	-1	-1	-3
Cc1ccc2nc(C)c(C(=O)NN=C3CCCCCC3)n2c1	1	5	-11	0.0	-0.2	0	-1	6	-4
c1ccc(-c2cn(C[C@H]3CC[C@H](Cn4cc(-c5ccccn5)nn4)O3)nn2)nc1	-2	-3	-1	0.1	1.9	0	-2	-12	4
COc1ccc(C2SCCN2S(=O)(=O)c2ccccc2)cc1 (configuration not stated)	-7	7	13	0.0	-1.9	-8	2	1	2
COC(=O)c1sc2nc(C)c([N+](=O)[O-])c(C)c2c1N	4	6	16	1.1	2.8	2	-1	0	3
C[C@@H](NC(=O)[C@@H]1Cc2ccccc2CN1)C(=O)NC1CCCC1	2	-1	-14	-0.1	-1.1	0	0	5	-4
Cc1[nH]nc(-c2ccc(O)c(C)c2O)c1-c1cnn(-c2ccccc2)c1	18	-5	14	0.1	4.1	1	1	-4	0
O=C(COC(=O)/C=C/c1ccc(OC(F)F)cc1)NC1CCCCC1	12	10	1	-0.1	0.1	-3	-3	-3	-1
CC(=O)c1cc2cc(O)ccc2o1	9	-1	5	-0.1	0.6	6	-4	-8	-3
Cc1cccc(NC(=S)NC2CC3CCCC(C2)N3Cc2ccccc2)c1C (configuration not stated)	12	-2	2	0.0	-1.0	-1	-3	1	-4
Cc1cc(=O)oc(C)c1C(=O)N1CCN(C(c2ccccc2)c2ccccc2)CC1	20	-2	8	-0.1	3.4	2	-8	-1	0
O=C(O)CCCN(Cc1cccc(Br)c1)S(=O)(=O)c1ccc(Br)cc1	5	2	6	-0.1	-0.5	8	-2	4	0
O=C(CSCc1ccc([N+](=O)[O-])cc1)Nc1ccc(S(=O)(=O)N2CCCCCC2)cc1	10	-7	-1	-0.3	6.2	3	-1	11	5
COc1ccc(-c2nc(CN3CCN(c4ncnc5ccccc45)CC3)c(C)o2)c(OC)c1	1	2	-41	-0.1	-1.8	-3	-2	-2	-3
CN(Cc1ccccc1)CC(O)COc1ccc(CNCCOc2cccnc2)cc1 (configuration not stated)	2	-1	9	0.0	0.9	1	2	2	-6
Cn1nnnc1SCC(=O)Nc1ccccc1Br	6	-1	7	-0.1	0.7	-2	-1	-6	-1
CC(=O)c1ccc2c(c1)OCCOCCOCCOCCO2	-4	9	5	-0.2	-0.6	3	-3	-6	-1
COc1ccc(-c2nc(N3CCC(C)CC3)[nH]c(=O)c2C#N)cc1	9	-5	-3	0.1	1.6	2	2	8	-3

Screening results (PubChem)
